MrgX1 antagonist: blocks BAM8-22 activation of human MrgX1 receptor; B-score at 10 µM; MRGX1-HEK293 calcium flux, Fluo-4, BAM8-22 antagonism; stronger effect = lower value; AID 588676; hit rate 1.3% among 310,000; Q96LB2;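 active means calcium-response B-score plate-corrected more than 3 library SD below zero, starting fluorescence within 5 deviations, no agonist response on first addition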;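 further: peak minus trough fluorescence over baseline after final BAM8-22 challenge near maximal dose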
Target sequence (Q96LB2 whole entry, looked up): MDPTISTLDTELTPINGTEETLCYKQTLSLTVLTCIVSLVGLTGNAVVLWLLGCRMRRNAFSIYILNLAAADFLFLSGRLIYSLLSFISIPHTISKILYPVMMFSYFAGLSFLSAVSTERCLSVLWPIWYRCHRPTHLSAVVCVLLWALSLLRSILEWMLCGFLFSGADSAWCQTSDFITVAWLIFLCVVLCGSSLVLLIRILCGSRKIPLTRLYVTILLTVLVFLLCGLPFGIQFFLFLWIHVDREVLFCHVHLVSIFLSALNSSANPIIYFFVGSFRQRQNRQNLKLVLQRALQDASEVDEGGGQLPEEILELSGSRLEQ
MrgX1 PAM: human MrgX1 positive allosteric modulation, primary screen | Q96LB2 | MrgX1-HEK293, Fluo-4 calcium flux, FDSS; stronger effect = higher value | B-score at 10 µM | hit rate 0.63% among 310,000;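 active means plate-corrected calcium response at least 3 library SD above typical, normal starting fluorescence, not activating the receptor alone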;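 further: compound read alongside a low EC10 to EC30 dose of BAM8-22 agonist; peak minus trough fluorescence over baseline measured at the second addition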
MrgX1 ag: agonists of human MrgX1 receptor; MrgX1-HEK293 cells, Fluo-4 calcium fluorescence, agonist mode; stronger effect = higher value; B-score at 10 µM; hit rate 0.44% among 310,000;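 active means calcium response B-score plate-corrected fluorescence ratio at least 3 library SD, with starting fluorescence B-score inside 5 SD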
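System: HEK293 cells stably expressing human MrgX1 receptor; Dosing: test compound in the initial addition of three; Schedule: overnight plating, then 30 min 37 °C plus 30 min room-temperature dye loading; Detection: kinetic calcium dye fluorescence, Fluo-4 NW; Controls: per-plate positive and negative controls for Z′ factor.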
Platelet DG rel: modulates dense granule release in human platelets. human platelet-rich plasma, SFLLRN dense granule ATP release, luminescence. AID 1663. inhibition, %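 (compounds screened at 7.5 µM in platelet-rich plasma)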. hit rate 0.22% among 300,000;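 active means mean replicate score, as percent of positive control, at or above 50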
TRPC4 block: TRPC4 (mouse) channel inhibition. AID 2247. HEK293 TRPC4beta/mu-opioid, DAMGO-evoked Fluo4 calcium flux; stronger effect = lower value. B-score at 10 µM. hit rate 0.39% among 300,000. Q9QUQ5;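 active means B-score over 3 SD under the library average, no early fluorescence shift, positive overall ratio signal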
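Material: HEK293 cells with stable TRPC4beta plus mu-opioid receptor expression / Probe or stimulus: DAMGO in two steps, submaximal then maximal / Compound: single concentration per test compound / Technique: kinetic Fluo4 fluorescence imaging of calcium influx / Read-out: per-well B score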
TRPC6 activator: activates the mouse TRPC6 cation channel | hit rate 0.13% among 310,000 | B-score at 10 µM | AID 2550 | HEK293-TRPC6 membrane potential dye fluorescence; stronger effect = higher value | Q61143;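 active means B-score of the integrated fluorescence ratio above library mean plus 3 SD, and starting fluorescence ratio within library mean plus 5 SD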;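 further: higher score means more depolarization so channel activation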
TRPC6 inhibitor: mouse TRPC6 channel inhibition. B-score at 10 µM. AID 2553. Q61143. HEK293-TRPC6, membrane potential dye, ACh-evoked depolarization; stronger effect = lower value. hit rate 1.1% among 310,000;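 active means B-score under library mean minus 3 SD, initial fluorescence not abnormally high, positive integrated signal ratio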;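 further: B-score derived from integrated fluorescence ratio over the kinetic read; more negative B-score means stronger inhibition of depolarization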
RGS4 inh: human RGS4 inhibition. B-score at 10 µM. AID 463165. hit rate 0.45% among 310,000. HEK293 M3R/RGS4 inducible, Fluo-4 calcium flux; stronger effect = higher value; triggered by carbachol at its EC20;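 active means B-score, a plate-corrected calcium signal, over three deviations above library mean, with baseline fluorescence within five deviations of library mean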;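 further: RGS4 expression induced by doxycycline in cells with stable M3 receptor; B-score is computed from the integrated fluorescence ratio over baseline after carbachol; higher B-score means a larger calcium signal and so more RGS4 inhibition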
Target sequence (P49798 whole entry, looked up): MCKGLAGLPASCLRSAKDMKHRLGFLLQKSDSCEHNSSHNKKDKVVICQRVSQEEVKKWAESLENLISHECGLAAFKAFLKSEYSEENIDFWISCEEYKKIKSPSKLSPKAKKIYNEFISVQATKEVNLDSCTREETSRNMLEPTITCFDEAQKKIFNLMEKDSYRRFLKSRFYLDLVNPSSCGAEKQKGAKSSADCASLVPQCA
HIF activator: HIF pathway transcriptional activation | hit rate 0.32% among 300,000 | activation, % at 7.5 µM (by protocol) | AID 1910 | U2OS HRE-luciferase reporter, luminescence; normalized: DMSO 0%, desferrioxamine 100%;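 active means mean activation of at least 10% of the iron chelator positive control signal, with at least half of replicates also reaching 10%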
RGS4 pot: RGS4 potentiation or activation. HEK293 M3R/inducible RGS4, carbachol calcium flux Fluo4; stronger effect = lower value. B-score at 10 µM. hit rate 0.92% among 310,000;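 active means B-score of the integrated calcium signal more than 4 SD below the library mean, with starting fluorescence not abnormally high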;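 further: negative B-score means reduced calcium response which marks RGS4 activation or potentiation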
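Also added: carbachol at ECmax as muscarinic agonist stimulus; Assay system: HEK293 cells with stable M3R and inducible RGS4; Timing: overnight RGS4 induction, 30 min dye load 37 °C, 20 min compound RT; Measured by: Fluo4-AM (2 µM) calcium-flux fluorescence, kinetic read.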
SKKanGAS inh: SKKanGAS growth inhibition; S. pyogenes SKKanGAS, kanamycin growth, BacTiter-Glo, 6 h; inhibition, % at 7.5 µM; hit rate 1.3% among 300,000; AID 1662;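 active means mean replicate score, as percent of positive control median, at least 50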;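 further: strain carries kanamycin resistance gene driven by streptokinase promoter and grows in 40 µg/ml kanamycin; loss of luminescence reflects streptokinase promoter inhibition or plain growth inhibition; 0% = median of DMSO wells and 100% = positive control at its reference dose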
Active calls of the source: *; i = inactive; x = not tested or not shown. Compounds were not picked by outcome, and some 6.1% of all compounds hit somewhere here.

SMILES	MrgX1 antagonist	MrgX1 PAM	MrgX1 ag	Platelet DG rel	TRPC4 block	TRPC6 activator	TRPC6 inhibitor	RGS4 inh	HIF activator	RGS4 pot	SKKanGAS inh
COC(=O)c1ccc2c(=O)n(CCCCCC(=O)NC(C)C)c(=O)[nH]c2c1	i	i	i	-1	i	i	i	i	-0.9	i	-5
CCOc1cc2nc(-c3ccc(OC)c(OC)c3)nc(N3CCOCC3)c2cc1OC	i	i	i	10	i	i	i	i	7.0	i	11
N#CCSc1nc2c(c(=O)n1Cc1ccccc1)C1(CCCC1)Cc1ccccc1-2	i	i	i	-1	i	i	i	i	0.1	i	-7
COC(=O)c1c(C)oc(C)c1S(=O)(=O)NCc1cccs1	i	i	i	-1	i	i	i	i	-0.3	i	-1
Cc1ccccc1C(=O)Nc1ccc(C(=O)N/N=C/c2ccccn2)cc1	i	i	i	-10	i	i	i	i	0.6	i	1
Cc1cccc(NC(=O)CNC(=O)CNC(=O)Cc2ccccc2)c1	i	i	i	2	i	i	i	i	-0.5	i	-3
COc1ccc(CNC(=O)C2CCCN(c3nccc(C)n3)C2)cc1 (configuration not stated)	i	i	i	0	i	i	i	i	-0.2	i	5
Cc1cccc(C(=O)OCC(=O)NCCCc2ccccc2)c1O	i	i	i	1	i	i	i	i	-1.1	i	0
CNC(=O)CCC(=O)Nc1ccc(C(=O)OC)cc1	i	i	i	2	i	i	i	i	0.3	i	5
C/C(CC(=O)Nc1cc(Cl)ccc1Cl)=N\NC(=O)c1ccco1	i	i	i	-4	i	i	i	i	1.8	i	-16
Nc1c(N(CCC2=CCCCC2)C(=O)C2CC2)c(=O)[nH]c(=O)n1Cc1ccccc1	i	i	i	23	i	i	i	i	-0.2	i	-1
CCOC(=O)/C=C1\SCC(=O)N1CC(O)CN1C(=O)CS/C1=C\C(=O)OCC	i	i	i	11	i	i	i	i	-0.3	i	-4
COc1cc(OC)c(NC(=O)Cn2cnc3sc(C)c(S(=O)(=O)N4CCOCC4)c3c2=O)cc1Cl	i	i	i	-2	i	i	i	i	-0.7	i	0
CC(C)=C1C2CCC1C1C(=O)N(NC(=O)COc3ccc(Cl)c(C)c3)C(=O)C21 (configuration not stated)	i	i	i	0	i	i	i	i	0.2	i	-7
CCN(C(=O)CSc1nc2c(cnn2-c2ccccc2)c(=O)[nH]1)C1CCS(=O)(=O)C1 (configuration not stated)	i	i	i	-41	i	i	i	i	-0.3	i	2
Cc1onc(-c2c(F)cccc2Cl)c1C(=O)N(Cc1ccccc1)C(C)C	i	i	i	2	i	i	i	i	0.2	i	8
O=C(N/N=C/c1cccc(Cl)c1Cl)Nc1ccccc1	i	i	i	-2	i	i	i	i	0.2	i	-15
CN(C)S(=O)(=O)c1ccc(Cl)c(NC(=O)COC(=O)C2CCCO2)c1 (configuration not stated)	i	i	i	3	i	i	i	i	-0.2	i	-9
O=C(O)CC(c1ccccc1)c1ccccc1	i	i	i	2	i	i	i	i	-0.1	i	-6
N#Cc1ccc2ccn(CC(=O)NCc3ccccc3)c2c1	i	i	i	-16	i	i	i	i	0.3	i	3
O=C(CN1C(=O)NC2(CCCc3ccccc32)C1=O)N1CCCCC1 (configuration not stated)	i	i	i	-9	i	i	i	i	0.0	i	-1
O=C(Nc1ccc(N2CCOCC2)cc1)Nc1ccc2nsnc2c1	i	i	i	-6	i	i	i	i	0.4	i	-8
COc1ccc(/C=C2\N=C(c3ccc(C)cc3)OC2=O)cc1	i	i	i	-2	i	i	i	i	0.0	i	-2
COc1ccc(N(C(=O)c2ccco2)S(=O)(=O)c2ccc(F)cc2)cc1	i	i	i	0	i	i	i	i	-9.3	i	1
Cc1ccc(NC(=O)COC(=O)CCC(=O)c2cccs2)cc1	i	i	i	-11	i	i	i	i	0.6	i	-1
O=C(NC1CCCCC1)c1ccc(Cn2cc(Br)cn2)o1	i	i	i	34	i	i	i	i	-0.2	i	2
O=C(Nc1ccc(N2CCN(C(=O)c3cccs3)CC2)cc1)c1ccco1	i	i	i	x	i	i	i	i	0.3	i	-5
C=CCSc1nc(-c2ccc(OC)cc2)c(C#N)c(=O)n1CC=C	x	x	x	4	i	i	i	i	-0.5	i	8
Cn1c(Cc2ccccc2)nnc1SCC(=O)NC1CCCC1	i	i	i	-3	i	i	i	i	-0.3	i	-12
CCn1c(SCC(=O)c2ccccc2)nc2c(c1=O)SC(C)C2 (configuration not stated)	i	i	i	0	i	i	i	i	-0.4	i	-3
O=C(Oc1ccccc1)c1cccc2cccnc12	i	i	i	4	i	i	i	i	1.5	i	8
COc1cccc2[nH]c(C(=O)NCCCN3CCCC3=O)cc12	i	i	i	-2	i	i	i	i	0.3	i	3
N#Cc1ccc(C(=O)OCC(=O)Nc2ccc(N3CCOCC3)cc2)cc1	i	i	i	4	i	i	i	i	-0.1	i	-5
CN(C)CCCN(C(=O)c1ccc2c(c1)CCCC2)c1nc2cc3c(cc2s1)OCO3	i	i	i	-5	i	i	i	i	-0.1	i	3
CCN(c1ccccc1)S(=O)(=O)c1ccc(OC)c(NC(=O)CNC)c1	i	i	i	8	i	i	i	i	-0.1	i	0
O=S(=O)(c1ccc(N2CCOCC2)cc1)N1CCOCC1	-4.9*	i	i	-2	i	i	i	i	-29	i	-2
COC(=O)C1=C(C)N(C(C)C)C(=O)C1(NC(C)=O)C(F)(F)F (configuration not stated)	i	i	i	-6	i	i	i	i	-0.2	i	-2
CC(C)[C@H](NC(=O)N1CCn2c1nc1ccccc12)C(=O)N[C@@H](C(=O)O)c1ccccc1	i	i	i	6	i	i	i	i	0.0	i	0
NC1=NC(=O)/C(=C/c2c(OS(=O)(=O)c3ccc(Cl)cc3)ccc3ccccc23)S1	i	i	i	-3	i	i	i	i	0.2	i	6
Cn1cc(SCC(=O)NC2CCCC2)c2ccccc21	i	i	i	2	i	i	i	i	0.0	i	-2

One compound at a time, as listed above.
Record of `CCn1c(SCC(=O)c2ccccc2)nc2c(c1=O)SC(C)C2` (configuration not stated) → MrgX1 antagonist = i; MrgX1 PAM = i; MrgX1 ag = i; Platelet DG rel = 0; TRPC4 block = i; TRPC6 activator = i; TRPC6 inhibitor = i; RGS4 inh = i; HIF activator = -0.4; RGS4 pot = i; SKKanGAS inh = -3
Record of `C=CCSc1nc(-c2ccc(OC)cc2)c(C#N)c(=O)n1CC=C` → MrgX1 antagonist = x; MrgX1 PAM = x; MrgX1 ag = x; Platelet DG rel = 4; TRPC4 block = i; TRPC6 activator = i; TRPC6 inhibitor = i; RGS4 inh = i; HIF activator = -0.5; RGS4 pot = i; SKKanGAS inh = 8

Other compounds follow.
SMILES	MrgX1 antagonist	MrgX1 PAM	MrgX1 ag	Platelet DG rel	TRPC4 block	TRPC6 activator	TRPC6 inhibitor	RGS4 inh	HIF activator	RGS4 pot	SKKanGAS inh
COc1cc(NC(=O)c2ccc(Cl)cc2)c(Cl)cc1NC(=O)c1cccnc1	i	i	i	-3	i	i	i	i	-0.2	i	6
O=C(NC(=S)Nc1ccc2c(c1)OCCO2)c1ccccc1	i	i	i	-15	i	i	i	i	-0.4	i	-10
CC(C)CSC1=NSC2=NC(=O)/C(=C\c3cccs3)C(=N)N12	i	i	i	0	i	i	i	i	0.4	i	17
Cc1nc2ccccc2n1CCOc1ccccc1	i	i	i	18	i	i	i	i	1.2	i	2
CCC1Oc2ccccc2N(CC(=O)NC2CCCC2)C1=O (configuration not stated)	i	i	i	-2	i	i	i	i	0.5	i	0
CCOC(=O)C1=C(COC(=O)Cc2ccc(Br)cc2)NC(=O)NC1C (configuration not stated)	i	i	i	1	i	i	i	i	-0.5	i	-3
COc1cccc2cc(C(=O)NCc3ccco3)c(=O)oc12	i	i	i	0	i	i	i	i	0.7	i	6
CC1CCCCC1NC(=O)Cn1c(=O)oc2cc(S(=O)(=O)N3CCCC3)ccc21 (configuration not stated)	i	i	i	30	i	i	i	i	-0.4	i	2
Cc1ccc(S(=O)(=O)CC(CN2CCOCC2)N2CCOCC2)cc1 (configuration not stated)	i	i	i	3	i	i	i	i	-0.2	i	-4
CCOC(=O)c1ccc(CNC(=O)C(Cc2c[nH]c3ccccc23)NC(C)=O)o1 (configuration not stated)	i	i	i	-12	i	i	i	i	0.0	i	1
Cc1ccc(C(=O)NNC(=O)c2ccc3ccccc3c2O)cc1	i	i	i	1	i	i	i	i	-0.2	i	18
CN(C)CCn1cnc2c(c1=N)C(c1ccccc1)c1ccc3ccccc3c1O2 (configuration not stated)	i	i	i	3	i	i	i	i	-11	i	4
CN1C2C=C3C(C#N)=C(N)C(C#N)(C#N)[C@@H](c4cccc(F)c4)[C@@H]3C1CC2 (some centres not stated)	i	i	i	17	i	i	i	i	-0.1	i	-8
COc1ncnc2c1oc1nc(C(C)C)c3c(c12)CC(C)(C)OC3	i	i	i	1	i	i	i	i	-0.1	i	-1
C[C@H](NC(=O)[C@@H]1Cc2ccccc2CN1)C(=O)NCC1CCCO1 (some centres not stated)	i	i	i	-3	i	i	i	i	0.1	i	4
COc1ccccc1CNC(=O)c1c(O)c2cc(OC)c(OC)cc2[nH]c1=O	i	i	i	-3	i	i	i	i	-0.8	i	7
C=CCNC(=O)C1CC(=O)N(c2ccc(OCC(=O)Nc3ccc(Cl)cc3)cc2)C1 (configuration not stated)	i	i	i	3	i	i	i	i	0.3	i	1
CCn1cc(S(=O)(=O)c2ccc(OC)cc2)c(=O)c2cc(OC)ccc21	i	i	i	-17	i	i	i	i	0.2	i	7
O=C(CSc1nc(O)c(Cc2ccccc2)c(=O)[nH]1)c1ccccc1	i	i	i	4	i	i	i	i	0.6	i	0
O=C1CCC(=O)N1c1cccc(-c2nc3ccccc3o2)c1	i	i	i	-1	i	i	i	i	0.1	i	-6
CCCC(CCC(=O)Nc1cc([N+](=O)[O-])ccc1O)C(=O)O (configuration not stated)	i	i	i	-4	i	i	i	i	-0.3	i	7
c1ccc(CSc2nnc3c(n2)OC(c2ccco2)Nc2ccccc2-3)cc1 (configuration not stated)	i	i	i	-3	i	i	i	i	0.8	i	19
